GAA inh: blocks human lysosomal alpha-glucosidase; P10253; Potency, µM (doses to about 76.9 µM), for inactives: at the top dose activity change, negative = inhibition, actives largely listed as inhibitors; purified human GAA, 4-MU-alpha-glucoside fluorescence; hit rate 0.005% among 200,000;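 note: plate controls were uninhibited enzyme wells for no effect and no-enzyme background for full effect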
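Read-out is 4-methylumbelliferone fluorescence (Ex 365/Em 440 nm) after NaOH/glycine stop at pH 10. Enzyme 4 nM, substrate 400 uM, pH 5.0 citrate buffer, 20 min room temperature; AC50 from Hill-equation concentration-response.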
aGal spleen mod: inhibits or activates alpha-galactosidase in human spleen homogenate | AID 2107 | human spleen homogenate, 4MU-alpha-Gal fluorescence, 40 min | hit rate 0.008% among 240,000 | P06280 | Potency, µM (titrated, usually from 80 µM), inactives show at the top dose activity change, negative = inhibition, actives largely listed as inhibitors;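 note: 0% = enzyme with vehicle and -100% = no enzyme basal signal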
Target sequence (P06280 32-429 limits assumed): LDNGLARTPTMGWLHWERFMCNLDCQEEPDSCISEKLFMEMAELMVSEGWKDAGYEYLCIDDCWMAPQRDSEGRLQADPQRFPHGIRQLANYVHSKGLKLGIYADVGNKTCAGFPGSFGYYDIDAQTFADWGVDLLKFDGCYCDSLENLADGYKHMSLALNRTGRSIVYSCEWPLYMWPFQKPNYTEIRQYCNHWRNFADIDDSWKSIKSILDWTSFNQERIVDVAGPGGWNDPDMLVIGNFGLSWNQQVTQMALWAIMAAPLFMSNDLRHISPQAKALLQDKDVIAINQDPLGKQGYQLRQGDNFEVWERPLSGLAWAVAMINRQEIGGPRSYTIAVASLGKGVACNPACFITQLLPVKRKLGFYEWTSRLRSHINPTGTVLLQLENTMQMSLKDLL
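qHTS titration in buffer at pH 5.0. Alpha-galactosidase activity in spleen homogenate was measured via 4-methylumbelliferone release from 1 mM fluorogenic substrate after 40 min at 37C and a pH 10 stop. AC50 came from Hill fits of control-normalized data.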
Tau ThT inhib: blocks human tau fibril formation measured by thioflavin T. Potency, µM (top dose mostly 57.4 µM), for inactives: at the top dose activity, negative = inhibition, usual class: inhibitors. recombinant tau K18 P301L, heparin-induced fibrillization, ThT fluorescence. P10636. AID 1460. hit rate 2.1% among 270,000; note: % is set by controls: 0 for no effect and ±100 for the full control effect; nearly all actives have a fitted effect of over 55% in size
Target sequence (P10636 561-689 P618L limits assumed): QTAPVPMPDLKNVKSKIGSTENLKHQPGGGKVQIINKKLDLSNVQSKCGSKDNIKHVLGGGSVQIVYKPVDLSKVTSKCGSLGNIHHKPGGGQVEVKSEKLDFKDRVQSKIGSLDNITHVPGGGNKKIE
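Heparin-induced fibrillization of the P301L-mutant K18 repeat-domain fragment of human tau was followed by ThT binding in quantitative high-throughput format.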
Tau FP inhib: blocks human tau fibril formation measured by polarization; hit rate 0.39% among 280,000; Potency, µM (top dose mostly 57.7 µM), for inactives: at the highest dose activity, negative = inhibition, hits mostly inhibitors; P10636; AID 1468; K18 P301L tau heparin fibrillization, Alexa594 FP, 6 h; note: % is set by controls: 0 for no effect and ±100 for the full control effect; nearly all actives have a fitted effect of over 55% in size
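Human K18 P301L fragment (15 uM unlabeled plus 0.24 uM Alexa 594-labeled) in 100 mM sodium acetate pH 7 with compound, aggregation induced by 20 uM heparin for 6 hr at 37 C. ThT (30 uM) added for 1 hr, then Alexa 594 FP read.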
HTT cytoprotect: cytoprotection in Huntington HTT-Q103 PC12 cell model. PC12 HTT-Q103 induced, cytoprotection, ATP luminescence, 40 h. Potency, µM (top dose mostly 56.4 µM), inactives show cytoprotection (ATP increase), most hits filed as activators. hit rate 0.14% among 230,000. AID 1471;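 note: % of control where 0% means no effect; nearly all actives have a fitted effect of over 45% in size; toxic huntingtin expression switched on by the ecdysone agonist tebufenozide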
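PC12 cells stably carrying ecdysone-inducible Htt exon 1 (Q103)–GFP were induced with 100 nM tebufenozide (final) alongside library compounds in a dose series. Cytoprotection was scored as retained ATP by ATPlite luminescence.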
Tau fluor counter: counter-screen for tau fibril formation inhibitors | tau K18 P301L (four-repeat tau fragment) Alexa594 fluorescence, heparin fibrillization | hit rate 0.93% among 280,000 | Potency, µM (series often up to 57.7 µM), for inactives: at the highest dose activity change, negative = decrease; note: % is set by controls: 0 for no effect and ±100 for the full control effect; nearly all actives have a fitted effect of over 55% in size
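Human K18 P301L tau (15 uM unlabeled plus 0.24 uM Alexa 594-labeled, final) in 100 mM sodium acetate pH 7 was mixed with compound and 20 uM heparin and incubated 6 hr at 37 C.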
GAA glycogen mod: GAA glycogen-cleavage inhibition or activation; hit rate 0.38% among 300,000; P10253; recombinant GAA, glycogen substrate, Amplex Red glucose oxidase fluorescence; Potency, µM (titrated, usually from 76.4 µM), without a hit: at the top dose activity change, negative = inhibition, most hits filed as inhibitors;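 note: 0% = full enzyme reaction and -100% = no-enzyme basal signal; the screen sought inhibitors and activators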
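Recombinant human enzyme (4 nM); glycogen substrate; 37 C, 40 min, pH 5.0. Readout: coupled glucose oxidase/Amplex Red fluorescence.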
GAA spleen mod: inhibits or activates alpha-glucosidase in human spleen homogenate; P10253; human spleen homogenate, 4-MU-alpha-glucoside fluorescence; Potency, µM (doses to about 79.9 µM), for the others: at the highest dose activity change, negative = inhibition, most hits filed as inhibitors; hit rate 0.006% among 240,000;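 note: 0% = enzyme with vehicle and -100% = no enzyme basal signal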
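Human spleen homogenate (1 ug) incubated with compounds and 1 mM 4-methylumbelliferyl-alpha-D-glucopyranoside in pH 5.0 citrate/phosphate buffer, 37 C, 40 min. Stopped at pH 10; 4-MU fluorescence (Ex 365/Em 440 nm); AC50 by Hill fit.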
* hit, by the source's call; u = inconclusive; x = not tested or not shown; [ ] = another dose, or the depositor's remark. Calls come from the whole dose curve; as a rule, active = well fitted curve in the direction sought with a large enough effect; inconclusive = small, poorly fitted or top-dose-only effect, or another doubt; inactive = no such curve, though single readings can be large; an effect the other way counts as inactive or inconclusive. Potency is the fitted concentration of half-maximal effect.

SMILES	GAA inh	aGal spleen mod	Tau ThT inhib	Tau FP inhib	HTT cytoprotect	Tau fluor counter	GAA glycogen mod	GAA spleen mod
CCOc1cccc(-c2nnc3sc(-c4cc(OC)c(OC)c(OC)c4)nn23)c1	0.4%	-0.3%	-2.9%	-5.8%	-49.1%[inhibitor]	0.8%	5.2%	-5.0%
O=C(C1CC1)N(CCN(Cc1ccccc1)C(=O)C1CC1)Cc1ccccc1	-3.4%	-7.3%	-2.2%	-2.8%	-7.8%	-2.7%	1.3%	0.3%
CC(=O)Nc1ccc(OCC(O)Cn2c(C(C)C)nc3ccccc32)cc1 (stereo not drawn)	-0.2%	-5.9%	-13.7%	-4.2%	x	-4.6%	9.6%	-8.5%
COc1ccc(CCNC(=O)Nc2ccccc2[N+](=O)[O-])cc1	3.2%	-14.3%	-10.0%	-1.7%	-20.3%	-12.1%	-9.5%	-17.2%
Cc1nc(C)c(CCNC(=O)c2cccc(Cl)c2)s1	5.4%	-3.0%	-12.8%	4.5%	32.6%[10 µM]	-3.6%	8.6%	-9.0%
CC(C)(C)CC(C)(C)NCC(O)COc1c(F)cc(Br)cc1F (stereo not drawn)	-10.7%	-6.3%	-3.1%	-12.9%	-7.0%	-15.6%	-8.9%	-1.3%
COc1ccc(-c2cn3cc(C(F)(F)F)cc(Cl)c3n2)cc1	-0.7%	0.8%	-19.8%	-9.9%	-23.7%[10 µM]	-21.6%	1.1%	5.1%
Cc1ccc(OCc2nnc(SCc3ccc(C#N)cc3)n2-c2ccc(C)cc2)cc1	u	5.1%	-8.4%	-6.3%	-33.9%	-17.9%	-1.8%	0.7%
CCCNC(=O)c1nn2cc(Br)cnc2c1Br	-2.5%	0.6%	0.4%	7.1%	-28.5%	8.0%	5.2%	x
CCN(CCCNC(=O)c1ccc(N2CCCC2=O)cc1)c1cccc(C)c1	-0.1%	3.8%	u	7.6%	-8.5%	-26.2%	-9.0%	2.4%

Reformatted bar-delimited: part of the list above
smiles | GAA inh | aGal spleen mod | Tau ThT inhib | Tau FP inhib | HTT cytoprotect | Tau fluor counter | GAA glycogen mod | GAA spleen mod
CC(=O)Nc1ccc(OCC(O)Cn2c(C(C)C)nc3ccccc32)cc1 (stereo not drawn) | -0.2% | -5.9% | -13.7% | -4.2% | x | -4.6% | 9.6% | -8.5%
CCOc1cccc(-c2nnc3sc(-c4cc(OC)c(OC)c(OC)c4)nn23)c1 | 0.4% | -0.3% | -2.9% | -5.8% | -49.1%[inhibitor] | 0.8% | 5.2% | -5.0%
COc1ccc(-c2cn3cc(C(F)(F)F)cc(Cl)c3n2)cc1 | -0.7% | 0.8% | -19.8% | -9.9% | -23.7%[10 µM] | -21.6% | 1.1% | 5.1%
Cc1nc(C)c(CCNC(=O)c2cccc(Cl)c2)s1 | 5.4% | -3.0% | -12.8% | 4.5% | 32.6%[10 µM] | -3.6% | 8.6% | -9.0%

Further structures:
SMILES	GAA inh	aGal spleen mod	Tau ThT inhib	Tau FP inhib	HTT cytoprotect	Tau fluor counter	GAA glycogen mod	GAA spleen mod
C/C(CC1(O)C(=O)N(C)c2ccccc21)=N\O (stereo not drawn)	-13.6%	3.6%	-5.4%	3.4%	3.9%	-2.0%	2.7%	10.5%
O=C(C1CCN(S(=O)(=O)N2CCCC2)CC1)N1CCCCC1	-0.6%	3.2%	-7.4%	0.0%	3.1%	-5.1%	3.4%	3.2%
COc1ccc(N2C(=O)CC(c3ccccc3)C2=O)cc1 (stereo not drawn)	x	6.5%	x	-0.8%	-39.9%[10 µM]	-7.8%	-4.1%	-7.0%
Cc1ccc2nc(NC3=NC(CC(=O)O)C(=O)N3)nc(C)c2c1 (stereo not drawn)	-16.3%[15.4 µM]	-19.8%	-5.8%	1.8%	-29.3%	8.1%	-5.5%	-7.7%
COc1ccc(C(=O)Nc2noc3ccccc23)cc1	x	x	u	-16.0%	x	-19.7%	-7.4%[76.3 µM]	x
COc1cc(NC(=O)C(C)Oc2ccccc2)cc(OC)c1 (stereo not drawn)	-2.9%	-0.2%	1.9%	-5.3%	-7.1%	1.9%	-4.9%	1.3%
O=C(c1cccc(C(F)(F)F)c1)N1CCC(O)(CS(=O)(=O)Cc2ccccc2)CC1	u	-1.1%	-0.3%	-2.3%	21.4%	-2.7%	8.2%	-6.8%
O=C(Cc1ccc(-c2ccccc2)cc1)NCCN1CCOCC1	-2.1%	-1.8%	-1.9%	3.9%	-9.8%	6.8%	-2.2%	2.5%
N#CCCSc1ccccc1NC(=O)c1ccc(S(=O)(=O)N2CCCC2)cc1	-3.2%	1.2%	-11.9%	-11.0%	-22.4%	-12.6%	-12.5%	1.3%
Nc1nonc1C(=O)N/N=C/c1cccc([N+](=O)[O-])c1	-6.0%	24.3%	-5.5%	13.3%	22.7%[10 µM]	9.8%	9.7%	6.1%
COC(=O)C1=C(C)OC(N)=C(C#N)C1c1cc(OC)c(OCC(N)=O)cc1Cl (stereo not drawn)	-6.7%	5.2%	u	-7.9%	4.5%[10 µM]	-8.1%	3.9%	-5.9%
Cc1ccc(CNC(=O)c2ccc(CN3CC(=O)N4CCCCC4C3=O)cc2)cc1 (stereo not drawn)	x	x	-5.8%	1.5%	x	-4.5%	13.1%[76.3 µM]	x
C/C=C/C(=O)OCC(=O)NC(=O)NC(C)C	-3.8%	11.4%	-6.7%	-10.4%	-22.7%	-4.4%	3.4%	-5.5%
COc1ccc(NC(=O)Cn2c(=O)n(Cc3ccccc3)c(=O)c3oc4ccccc4c32)cc1Cl	x	x	u	28.2µM*	x	-27.9%	-4.6%[76.3 µM]	x
COc1c(S(=O)(=O)NCCN2CCOCC2)ccc(Cl)c1Cl	3.1%	-0.3%	-4.6%	4.8%	7.3%	-3.1%	9.3%	-14.3%
CC(=O)c1cn(CC(=O)Nc2c(C)cccc2C)c2ccccc12	-2.4%	4.8%	-9.2%	7.0%	5.8%	2.0%	11.8%	-5.1%
Cc1cc(NC(=O)c2cc3nc(C4CC4)cc(C(F)(F)F)n3n2)no1	0.9%	20.9%	-6.7%	-3.5%	-16.9%	-0.8%	-0.6%	6.1%
CCC(C)[C@H](NC(=O)NCc1cccc(OC)c1)C(=O)O (stereo partly drawn)	0.0%	-6.3%	-3.4%	-0.8%	7.1%[0.074 µM]	-7.4%	14.0%	-6.3%
O=C(O)CCC(=O)N1CCOc2ccc(Cl)cc21	-0.7%	-3.2%	3.5%	0.3%	-3.3%	-0.8%	-0.7%	-15.3%
C[C@](N)(C(=O)O)c1ccc(-c2nn[nH]n2)cc1	x	-26.9%	-4.0%	2.0%	8.5%	2.2%	x	6.1%
O=C(NCCc1ccccn1)c1cc(-c2ccc(Cl)cc2)nc2ccccc12	-11.9%	2.7%	3.6%	5.6%	-6.3%[10 µM]	-17.2%	-11.0%	-0.3%
Cc1cccc2nc(Cn3c(=O)n(CCC(=O)NCc4ccco4)c(=O)c4sccc43)cc(=O)n12	-13.2%	-5.9%	-7.7%	-0.4%	-8.3%	-1.3%	-1.1%	-4.2%
CCCC(=O)NCC1(N(C)C)CCCCC1	x	x	8.3%	8.8%	x	3.4%	13.4%[76.3 µM]	x
CCOc1ccc(S(=O)(=O)N2Cc3ccccc3CC2C(=O)O)cc1 (stereo not drawn)	x	-4.2%	x	-2.4%	-14.0%[10 µM]	21.2%	1.8%	-5.3%
CC(/C=N/NC(=O)C(O)c1ccccc1)=C\c1ccccc1 (stereo not drawn)	7.7%	3.5%	3.2%	0.5%	-12.3%	-2.2%	4.3%	-8.9%
Nn1c(=O)[nH]c2c([nH]c3ccccc32)c1=O	u	u	2.2%	-11.2%	-24.3%	-3.4%	-7.3%	16.8%
COc1ccc(S(=O)(=O)N2Cc3ccccc3CC2C(=O)O)cc1 (stereo not drawn)	-5.5%	10.2%	u	-3.6%	-9.5%	-12.3%	0.5%	0.5%
CCN(CC)CC(=O)Nc1cccc(S(=O)(=O)N2CCCC2)c1	x	5.3%	x	4.6%	-2.9%[10 µM]	11.3%	2.8%	2.7%
Cc1ccc(S(=O)(=O)n2nc(-c3ccco3)nc2N)cc1	-5.7%	6.3%	-3.8%	-7.2%	-6.0%[10 µM]	-12.8%	-11.7%	-2.3%
CCc1cccc(C)c1NC(=S)NCC(c1cccnc1)N1CCOCC1 (stereo not drawn)	-2.7%	1.5%	-5.2%	6.3%	6.4%[10 µM]	-4.5%	-12.1%	-1.9%
CCOC(=O)C1=NN(c2ccc(C)cc2)CC1C(=O)OC (stereo not drawn)	-8.0%	7.5%	-1.5%	-1.8%	1.3%[10 µM]	-6.2%	3.0%	-4.2%
Cc1ccc(SCCCn2cnc3ccccc3c2=O)cc1	x	1.9%	-15.2%	0.9%	14.3%	-9.5%	5.1%	-1.7%
Cc1ccccc1-n1nc2c(c1NC(=O)/C=C\c1ccc3c(c1)OCO3)CSC2	-4.7%	2.3%	-15.3%	-14.1%	x	-23.5%	-4.7%	0.7%
CN(C)c1cc(NC(=O)CNC(C)(C)CC(C)(C)C)c2ccccc2n1	u	14.4%	-4.6%	1.2%	-31.6%[inhibitor]	-12.5%	2.4%	-0.1%
COc1ccc(Nc2oc(COc3ccccc3F)nc2C#N)cc1	-5.0%[15.4 µM]	-4.9%	u	-7.0%	-17.9%	u	4.5%	-3.0%
Cc1cccc(OCc2nnc(SCC(=O)N3CCN(c4ccccc4)CC3)o2)c1C	1.6%	-3.7%	u	-0.4%	8.4%[10 µM]	-7.7%	-0.4%	-5.8%
CC(C)NC(=O)NC(=O)COc1ccc(Br)cc1Br	3.5%	3.0%	6.5%	3.5%	x	3.7%	3.1%	-2.1%
CC12CCC(C(=O)N(c3ccccc3Cl)C1=O)C2(C)C (stereo not drawn)	2.1%	-10.0%	-3.4%	4.4%	14.0%[10 µM]	-2.9%	9.6%	-4.6%
CCOc1ccc(NC(=O)C(CC)n2c(=O)c(-c3ccccc3NC(C)=O)nc3ccccc32)cc1 (stereo not drawn)	x	x	-12.8%	1.9%	x	-13.0%	-5.3%[76.3 µM]	x

Screens deposited in PubChem by National Center for Advancing Translational Sciences (NCATS).
